# N-glyco inh = increase of ERlucT glycosylation luciferase signal, primary screen, N-linked glycosylation inhibitor project, D54 ERlucT cells, luminescence, set 2; hit rate 0.23% among 360,000; reporter increase, % at 12.5 µM; AID 588692, 2011; D54 ERlucT glycosylation luciferase reporter, 24 h; percent of 100 nM tunicamycin response;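 active means mean luciferase reporter signal, scaled so untreated is 0 and the glycosylation-blocking control 100, at or above a set limit in every replicate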;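 further: luciferase carries N-glycosylation sites so blocking glycosylation raises the light; 0% = median of neutral control wells and 100% = median of 100 nM tunicamycin wells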
# CaV13 ICDI inh = Disruptors of the CACNA1D IQ motif to Ca2+-dependent inactivation inhibitor domain association, primary screening, Förster resonance energy transfer in intact living … | HEK cells, CFP/YFP FRET ICDI-IQ, plate reader, 10 min; percent FRET-ratio fall versus neutral wells | hit rate 0.098% among 340,000 | inhibition, % at 12.3 µM;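 active means mean replicate inhibition of at least 30% and at least 1% of replicates passing that level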;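 further: 0% = median of the neutral control wells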
# ABHD5-PLIN5 inh = ABHD5-PLIN5 interaction inhibitors, primary screen, cell lysate, split luciferase complementation, luminescence | Perilipin-5 (Homo sapiens) + 1-acylglycerol-3-phosphate O-acyltransferase ABHD5 (Homo … | Split G. princeps luciferase complementation, 4 h | inhibition, % at 4 µM | hit rate 0.78% among 360,000 | AID 602281, 2012;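 active means inhibition above the mean inhibition across every tested compound plus 3 SD, cut at about 22% in these data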;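 further: 0% = DMSO only wells and the 100% control is not disclosed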
# H9c2 protect = cardioprotection against H2O2-induced cell death, primary screen, uHTS, H9c2 cells, ATPLite luminescence | H9c2 cardiomyocytes, H2O2 injury protection, 2 h | protection from H2O2 cell death, % at 20 µM | hit rate 0.63% among 360,000 | AID 588492, 2011;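 active means compounds giving at least 50% protection of heart cells from peroxide-induced death in the single-dose screen, raw or plate-pattern-corrected value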;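 further: 0% = DMSO wells with peroxide and 100% = DMSO wells without peroxide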
# MC4R antag cAMP = MC4R antagonists of cAMP signaling, primary screen, cell-based, TR-FRET, antagonist arm of biased-ligand search. Melanocortin receptor 4 (Homo sapiens), P32245. MC4R-expressing cells, MTII-stimulated cAMP, LANCE TR-FRET. inhibition, % at 6.5 µM. hit rate 0.48% among 360,000. AID 540295, 2011;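 active means inhibition above its plate's cutoff, the mean of tested wells on that plate plus 3 SD, cut at about 29% in these data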;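 further: 0% = Melanotan II alone and 100% = Melanotan II plus saturating MCL0020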
# Target sequence (P32245 whole entry, looked up): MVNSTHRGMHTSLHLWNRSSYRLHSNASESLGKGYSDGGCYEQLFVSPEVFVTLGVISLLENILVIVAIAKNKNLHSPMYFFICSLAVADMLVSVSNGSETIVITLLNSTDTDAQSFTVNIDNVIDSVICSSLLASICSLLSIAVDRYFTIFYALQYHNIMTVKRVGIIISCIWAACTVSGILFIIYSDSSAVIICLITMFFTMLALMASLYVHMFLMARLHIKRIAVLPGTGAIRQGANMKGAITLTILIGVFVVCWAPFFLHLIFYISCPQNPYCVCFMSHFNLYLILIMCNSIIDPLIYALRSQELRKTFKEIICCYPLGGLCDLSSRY
#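 Test system: U2OS cells stably expressing human melanocortin 4 receptor (MC4R); also added: Melanotan II challenge; compound: 6.5 µM single dose; timing: 30-min compound preincubation, 1-h Melanotan II challenge, 1-h detection, room temperature; signal: Eu-cAMP/anti-cAMP TR-FRET, emission 671 nm; repeats: one well per compound, no replicates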
# m5-HT2A agonist = mouse Htr2a agonists via beta-arrestin recruitment, primary screen, cell-based, luminescence. activation, % at 7.6 µM. CHO-K1 mHTR2A beta-arrestin complementation; percent of 30 µM serotonin response. hit rate 0.66% among 360,000. AID 624169, 2012;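 active means activation above a run cutoff, the mean activation of all tested compounds plus 3 SD, cut at about 14% in these data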;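 further: 0% = plate median of compound wells and 100% = 30 µM serotonin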
# Exocytosis inh = LAMP-1 surface exposure blockers, TALL-104 cells – cell-based, flow cytometry, MLPCN library, primary screen. TALL-104 LAMP-1 surface exposure; cells stimulated with thapsigargin and PMA. inhibition, % at 10 µM. hit rate 0.66% among 360,000. AID 651702, 2012;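 active means inhibition above about 55%, limit read from the data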
# MC4R barr agon = MC4R agonists recruiting beta-arrestin, primary screen, cell-based, luminescence, agonist arm of biased-ligand search; Melanocortin receptor 4 (Homo sapiens), P32245; U2OS MC4R beta-arrestin complementation; percent of melanotan II response, DMSO zero; activation, % at 8.9 µM; hit rate 0.98% among 360,000; AID 540308, 2011;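 active means activation above a per-plate cutoff, the mean activation of sample wells on that plate plus 3 SD, cut at about 8% in these data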
# ABCB6 inh MLPCN = ABCB6 transporter inhibitors, primary screen, K562-ABCB6 cells, flow cytometry, MLPCN library. ATP-binding cassette sub-family B member 6 (Homo sapiens), Q9NP58. K562-ABCB6 porphyrin accumulation, 1 h; active compounds read low. fluorescence ratio to DMSO, % at 10 µM. hit rate 0.19% among 360,000. AID 602162, 2011;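 active means fluorescence ratio to DMSO below 75%, the collection mean minus 3 SD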;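 further: signal is porphyrin accumulated inside mitochondria; 100% equals median channel fluorescence of DMSO control wells; lower ratio means ABCB6 inhibition with less porphyrin fluorescence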
# PDI inh = inhibitors of human PDI, primary screen, biochemical, turbidity, single point, plate reader | PDI insulin aggregation turbidity, A650, 90 min | inhibition, % at 10 µM | Protein disulfide-isomerase (Homo sapiens), P07237 | hit rate 0.052% among 350,000;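 active means mean inhibition across replicates of 30% or more, whatever share of single replicates reach that level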;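 further: absorbance from insulin aggregation driven by PDI reduction with DTT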
# Target sequence (P07237 whole entry, looked up): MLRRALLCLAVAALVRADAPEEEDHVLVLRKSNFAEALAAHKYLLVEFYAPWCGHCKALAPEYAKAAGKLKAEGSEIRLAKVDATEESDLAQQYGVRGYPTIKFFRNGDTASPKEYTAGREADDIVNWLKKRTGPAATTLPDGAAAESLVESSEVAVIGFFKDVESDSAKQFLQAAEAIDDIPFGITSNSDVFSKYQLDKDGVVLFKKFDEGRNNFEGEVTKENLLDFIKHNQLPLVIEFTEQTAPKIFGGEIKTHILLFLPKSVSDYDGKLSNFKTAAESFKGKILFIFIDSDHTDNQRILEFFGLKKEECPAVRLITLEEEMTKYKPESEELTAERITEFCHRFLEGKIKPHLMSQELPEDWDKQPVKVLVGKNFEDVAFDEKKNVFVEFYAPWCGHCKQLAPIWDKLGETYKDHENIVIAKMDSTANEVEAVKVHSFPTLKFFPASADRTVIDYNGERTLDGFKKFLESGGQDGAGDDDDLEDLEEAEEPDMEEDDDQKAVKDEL
# Starred values were filed as active, the others as inactive; / = no result given.
SMILES,N-glyco inh,CaV13 ICDI inh,ABHD5-PLIN5 inh,H9c2 protect,MC4R antag cAMP,m5-HT2A agonist,Exocytosis inh,MC4R barr agon,ABCB6 inh MLPCN,PDI inh
O=C(CSc1nnc(SCC(=O)c2ccco2)s1)c1ccco1,0,-1,-5,1,1,1,2,-2.2,98,-1
O=[N+]([O-])c1ccccc1/C=N/n1c(-c2cccnc2)n[nH]c1=S,4,-9,6,7,11,5,-8,-0.4,97,-5
Cc1nnc(C)n1/N=C/c1ccccn1,3,/,2,-5,17,2,0,-1.2,101,-2
COc1ccccc1CNC(=O)[C@H](NC(=O)C1CCN(C(=O)[C@@H](N)CCSC)CC1)C(C)C,2,/,-4,-2,3,3,-2,-1.1,99,/
COc1ccc(CCNC(=O)c2cccc(-n3cnnn3)c2)cc1,-2,-5,-6,13,4,1,-4,-2.6,91,2
CC(C)C(C)NC(=O)COC(=O)/C=C/c1ccc(S(=O)(=O)N2CCc3ccccc32)cc1 (stereo unspecified),1,-7,-2,-6,-1,7,-1,-1.3,96,2
CC(C)C(=O)Nc1ccc(C(=O)Nc2nnc(C(C)C)s2)cc1,-1,-2,-4,1,6,-4,2,-0.7,99,5
CCCCCC(=O)N1C[C@H](O)[C@@H](n2cc(-c3ccc(F)cc3)nn2)C[C@@H]1c1ccc(OC)cc1,0,-3,-6,17,12,0,-4,2.9,96,-1
Cc1cc2ncn(CCOc3ccccc3)c2cc1C,-4,/,-2,-5,-1,-5,-5,1.5,95,-5
COC(=O)c1c(-c2ccc(OC)cc2)sc2ccc(-c3ccc4c(c3)OCO4)cc12,-1,-11,1,-6,2,3,6,0.5,98,17
COc1ccc(NC(C)=O)cc1NC(=O)CSc1nnc(-c2ccccc2)n1N,0,-5,5,3,6,3,1,1.9,96,3
O=C(Nc1ccccc1F)c1ccc2snnc2c1,-1,-2,0,3,6,1,-3,-1.9,99,6
CCOC(=O)C(NC(=O)Nc1ccc(F)cc1)(OCC)C(F)(F)F (stereo unspecified),4,/,8,10,9,-1,1,0.8,88,9
CN1CCN(C(=O)c2cc3c(c(-c4cccc(C#CC(C)(C)O)c4)n2)[C@H](CCO)N(S(=O)C(C)(C)C)C3)CC1 (stereo partly specified),1,-5,7,5,/,9,-6,/,106,/
OC(c1ccc(F)c(F)c1)c1nc(-c2cccc(F)c2)cs1 (stereo unspecified),-1,-3,-11,-5,6,0,-8,3.9,91,4
CCOC(=O)C1CCN(Cc2ccccc2C)CC1,0,-10,-1,0,-1,-1,-4,-0.3,103,-4
CCN(C(=O)c1ccc(Cl)cc1[N+](=O)[O-])c1ccccc1C,-2,-4,0,1,10,0,-1,-2.9,99,2
COC(=O)CN(n1cnnc1)S(=O)(=O)c1ccccc1Cl,2,/,2,4,21,3,-2,-0.9,98,-11
CCc1sc(C(=O)Nc2ccccc2N2CCOCC2)cc1C,-5,-7,-2,7,23,-2,10,-4.3,96,1
Cc1cc(NC(=O)C(C)C)ncc1NC(=O)c1cccc(F)c1,1,/,-6,4,-2,-4,5,-2.7,114,2
CCN(CC(=O)NCc1ccc(F)cc1)CC(O)COCc1cccc(OC)c1 (stereo unspecified),-2,-6,-2,6,5,3,-1,1.4,98,-2
COc1cccc(-n2nnc3c(=O)n(Cc4ccc(F)cc4)cnc32)c1,0,-4,0,8,6,3,-2,0.5,99,3
CCN(CC1CCCN(CCc2cccc(F)c2)C1)C(=O)c1cc(C)oc1C (stereo unspecified),-3,-3,-2,12,14,-3,12,-1.0,101,-1
Cc1ccc(-c2cc(=O)c3ccc(Cl)cc3[nH]2)cc1,0,-5,10,4,2,-6,12,-1.4,98,-2
O=c1c2c(ncn1Cc1ccccc1)nc1n2CCC1,2,3,-6,0,11,4,0,-4.0,98,-56

# Brought forward from above: 2 entries, followed by the next part.
SMILES,N-glyco inh,CaV13 ICDI inh,ABHD5-PLIN5 inh,H9c2 protect,MC4R antag cAMP,m5-HT2A agonist,Exocytosis inh,MC4R barr agon,ABCB6 inh MLPCN,PDI inh
Cc1ccc(-c2cc(=O)c3ccc(Cl)cc3[nH]2)cc1,0,-5,10,4,2,-6,12,-1.4,98,-2
O=c1c2c(ncn1Cc1ccccc1)nc1n2CCC1,2,3,-6,0,11,4,0,-4.0,98,-56
COc1ccc(-c2nc(CSCC(=O)NC3CCN(Cc4ccccc4)CC3)c(C)o2)cc1OC,0,-2,0,5,-1,-3,6,0.0,104,7
COC(=O)c1ccc(C2/C(=C(/O)c3ccc4c(c3)CC(C)O4)C(=O)C(=O)N2Cc2ccncc2)cc1 (stereo unspecified),2,-7,-7,1,13,-3,-2,1.2,104,-4
COc1cc(/C=C2\SC(=S)N(NC(=O)c3ccc(O)cc3)C2=O)ccc1O,1,-34,4,-5,0,-8,-4,-3.9,374,0
Cc1nn(-c2ccccc2)c(N2CCCC2)c1/C=N/NC(=O)c1cc(-c2cccs2)nc2ccccc12,-2,-4,-1,10,1,0,-5,-0.5,96,0
CCOC(=O)N1CCC(NC(=O)c2cc(C(=O)Nc3ccc(OCC)cc3)ccc2CO)CC1,-1,/,5,0,14,0,-3,0.1,117,-4
CCc1ccccc1N(C(=O)CCC(=O)Nc1cc(C)on1)C(C(=O)NC1CCCC1)c1ccco1 (stereo unspecified),-1,/,-5,14,2,-8,1,0.4,95,-6
CC(C)C1Cc2c(sc3c2c(=O)n(Cc2ccccc2)c2nncn32)CO1 (stereo unspecified),8,/,0,2,17,-2,-1,2.8,102,-8
Nc1nc(SCc2c(F)cccc2Cl)[nH]c(=O)c1-c1ccccc1,0,-3,-7,-5,-1,2,7,0.9,50*,1
CC1(C)CC(=O)C=C(N2CCNCC2)C1,4,-3,2,0,8,7,-2,-0.4,106,-1
CC1(C)C/C(=N/Nc2ccc([N+](=O)[O-])cc2[N+](=O)[O-])C(C)(C)O1,-2,-13,-4,-17,3,-2,-6,-0.3,98,11
Fc1ccc2nc(Nc3nc4c(F)cccc4s3)sc2c1,1,-6,4,-17,2,-2,-2,-0.4,90,3
CCC1=C2CC[C@H]3C(=O)N(CC(=O)OC)C(=O)[C@H]3[C@H]2[C@@]2(C)C(=NCC(=O)OC)OC(=O)N2C1=O,0,-3,-3,-3,2,2,14,0.1,102,1
CCN(CC)CCSC(=O)C(c1ccccc1)c1ccccc1,5,-5,-8,23,-9,5,-3,1.6,87,1
CC(=O)NCCCC(=O)NN1C(=S)N(Cc2ccccc2)C(=O)C1CC(=O)Nc1cccc(C)c1 (stereo unspecified),0,-6,4,1,3,-4,1,-0.2,98,-3
COc1cccc(C(=O)NNC(=O)C(=O)N2CCCCC2)c1,4,-6,0,2,7,1,-4,2.9,97,-2
Cc1ccc(C(=O)C2CCOC(C)(C)C2)cc1 (stereo unspecified),1,-5,-2,12,15,-2,-1,0.7,99,3
CCn1c(=N)n(CC(O)COc2cccc(C)c2)c2ccccc21 (stereo unspecified),-2,-4,6,1,-7,-2,-2,-0.7,100,-1
CCOC(=O)c1ccc(NC(=O)c2nc[nH]c2C(=O)NC[C@H](C)O)cc1,-2,-5,0,-10,9,5,6,-0.1,104,3
O=C(Nc1ccccc1)c1ccc(-c2ccccc2C(F)(F)F)o1,-1,-4,9,-17,-1,6,4,3.5,99,10
Cc1ccc(Nc2nc(N)c([N+](=O)[O-])c(NCc3ccccc3)n2)cc1,-2,-4,-11,-8,3,-6,2,0.8,91,-1
CC1(c2nnc(-c3cccc(Cl)c3)o2)CC(c2cccc(F)c2)=NO1 (stereo unspecified),2,-5,-9,-10,9,2,6,-1.1,97,-1
COc1cccc(-n2c(SCC(=O)Nc3nccs3)nnc2-c2ccoc2C)c1,-3,/,-2,12,-3,-5,6,-0.6,99,1
NC(=S)Cc1ccccc1Cl,3,-5,2,-2,5,-2,15,0.1,94,2

# Results in CaV13 ICDI inh and MC4R barr agon (6 entries from above):
structure,CaV13 ICDI inh,MC4R barr agon
CCOC(=O)c1ccc(NC(=O)c2nc[nH]c2C(=O)NC[C@H](C)O)cc1,-5,-0.1
CC1(c2nnc(-c3cccc(Cl)c3)o2)CC(c2cccc(F)c2)=NO1 (stereo unspecified),-5,-1.1
Cc1ccc(C(=O)C2CCOC(C)(C)C2)cc1 (stereo unspecified),-5,0.7
CCC1=C2CC[C@H]3C(=O)N(CC(=O)OC)C(=O)[C@H]3[C@H]2[C@@]2(C)C(=NCC(=O)OC)OC(=O)N2C1=O,-3,0.1
CCn1c(=N)n(CC(O)COc2cccc(C)c2)c2ccccc21 (stereo unspecified),-4,-0.7
CCN(CC)CCSC(=O)C(c1ccccc1)c1ccccc1,-5,1.6

# High-throughput results from PubChem.
